hIAP inh: blocks human intestinal alkaline phosphatase; P09923; purified IAP, CDP-Star luminescence, 30 min; inhibition, % at 10 µM; 0.12% of 330,000 active; AID 2544;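 active = inhibition reaching a set limit with compound at 10 µM in the primary screen, cut at about 35% in these data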;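 also: plate controls were DMSO wells with enzyme for no effect and no-enzyme buffer wells for full effect; values of inactives mirror those of a sister screen read the other way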
A3A deaminase: blocks human APOBEC3A ssDNA deamination; P31941; recombinant A3A, FAM/TAMRA ssDNA deamination fluorescence; inhibition, % at 20 µM; 0.41% of 330,000 active; AID 493011;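 active = at least 40% inhibition at 20 µM here, with at most 30% in a related deaminase screen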;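 also: plate controls were A3A with DMSO for no effect and wells lacking A3A enzyme for full effect; some results filed as inactive read as strong as hits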
Target sequence (P31941 whole entry, looked up): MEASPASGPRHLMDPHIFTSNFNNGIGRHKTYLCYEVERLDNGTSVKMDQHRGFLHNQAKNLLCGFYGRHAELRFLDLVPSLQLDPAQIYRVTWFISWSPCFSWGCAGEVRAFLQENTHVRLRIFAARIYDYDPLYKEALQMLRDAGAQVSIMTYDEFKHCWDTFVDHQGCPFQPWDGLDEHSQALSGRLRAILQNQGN
TIM10 inh: inhibits growth of TIM10 yeast strain. 1.4% of 330,000 active. S. cerevisiae TIM10 strain growth, BacTiter-Glo luminescence, 24 h. AID 463195. inhibition, % at 10 µM;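 active = inhibition of 40% or more at the single tested concentration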;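 also: wild-type TIM10 isogenic control strain grown at permissive 25 °C; 0% = DMSO yeast wells and 100% = minimal medium wells without yeast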
mIAP block: blocks mouse intestinal alkaline phosphatase | purified mouse IAP, CDP-Star luminescence, 30 min | 0.2% of 330,000 active | inhibition, % at 10 µM;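 active = inhibition of at least 40% at 10 µM in the primary screen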;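 also: plate controls were DMSO with enzyme for no effect and no enzyme wells for full effect; values of inactives mirror those of a sister screen read the other way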
tim10-1 inh: inhibits growth of tim10-1 mutant yeast; S. cerevisiae tim10-1 ts strain growth, BacTiter-Glo, 24 h; inhibition, % at 20 µM; 2.2% of 330,000 active; AID 463190;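 active = inhibition of at least 40%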;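 also: mutant grown at 25 °C; 0% = DMSO wells with yeast and 100% = wells holding no yeast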
mIAP activ: increases mouse intestinal alkaline phosphatase activity; muIAP, CDP-Star luminescence, 30 min; active compounds read high; 1 = vehicle-only enzyme signal, 0 = enzyme-free wells; activation factor at 10 µM; 0.24% of 330,000 active;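 active = activation factor of at least 2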; also: the source names both 10 and 20 µM as test concentration; values of inactives mirror those of a sister screen read the other way
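Assay system: mouse IAP enzyme / Compound: DMSO-dissolved test compounds / Timing: 30 min, room temperature / Measured by: luminescence from enzymatic CDP-Star hydrolysis / Control set: DMSO-only wells, enzyme-free buffer wells as negative control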
NLRP3 yeast inh: inhibitors of NALP3 inflammasome in yeast; inhibition, % at 10 µM; 0.39% of 330,000 active; Yeast reconstituted NLRP3/ASC/caspase-1, beta-gal luminescence, 24 h; AID 2825;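 active = inhibition of 50% or more; inactive = inhibition below 50%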;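 also: plate controls were induced DMSO wells for no effect and uninduced yeast grown without galactose for full effect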
beta cell repl: MIN6 beta-cell proliferation induction; proliferation, % at 10 µM; MIN6 cells proliferation, ATPlite luminescence, 48 h; cells starved in 0.2% serum; 100% = growth in 10% serum; 0.29% of 330,000 active;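 active = compounds whose signal lies at least 3.5 SD above the mean of all wells on their plate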;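 also: 0% = DMSO-treated cells in low-serum medium and 100% = 10% serum control; some compounds called inactive have numbers as strong as hits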
APOBEC3G inh: blocks human APOBEC3G single-stranded DNA deamination. 0.28% of 330,000 active. recombinant A3G, ssDNA deamination FAM/TAMRA fluorescence. inhibition, % at 20 µM. Q9HC16;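 active = inhibition of at least 40% at 20 µM, with no more than 30% in the related APOBEC3A deaminase screen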;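 also: plate controls were DMSO wells with A3G for no effect and wells lacking A3G enzyme for full effect; some compounds called inactive have numbers as strong as hits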
Target sequence (Q9HC16 whole entry, looked up): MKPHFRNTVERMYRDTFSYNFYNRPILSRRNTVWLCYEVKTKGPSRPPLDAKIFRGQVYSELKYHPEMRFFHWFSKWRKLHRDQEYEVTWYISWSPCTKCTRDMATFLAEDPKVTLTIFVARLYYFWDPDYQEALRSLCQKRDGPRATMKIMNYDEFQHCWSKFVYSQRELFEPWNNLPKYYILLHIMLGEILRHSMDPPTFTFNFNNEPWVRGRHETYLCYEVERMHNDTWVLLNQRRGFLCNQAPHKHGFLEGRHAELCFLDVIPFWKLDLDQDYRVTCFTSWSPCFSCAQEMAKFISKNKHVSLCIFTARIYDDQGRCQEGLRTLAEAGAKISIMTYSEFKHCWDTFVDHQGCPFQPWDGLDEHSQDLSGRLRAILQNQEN
Active calls of the source: *; . = no result given. Rows were taken by chance; overall some 4.6% were active at least once.

nr | SMILES | hIAP inh | A3A deaminase | TIM10 inh | mIAP block | tim10-1 inh
1 | CN(C)CCN(C(=O)c1ccc(Br)s1)c1nc2cc3c(cc2s1)OCCO3 | 16 | -1 | 7 | -1 | 16
2 | Clc1cccc(Cl)c1COn1nnc2ccccc21 | 17 | 6 | 3 | 4 | 16
3 | Cc1ccccc1-c1nnc(-c2cccs2)o1 | -2 | 3 | 17 | 11 | -25
4 | CC(C)(C)n1ncc2c(=O)n(Cc3cccc(Cl)c3)cnc21 | 0 | 0 | 13 | 5 | 22
5 | CCOC(=O)c1cnc2nc(Cc3ccccc3)[nH]n2c1=O | 18 | 0 | 4 | -7 | -5
6 | O=S1(=O)C=C(Sc2nnc(-c3ccccc3)o2)c2ccccc21 | 10 | 1 | 91* | -2 | 94*
7 | COc1ccc(NC2SC(=O)N(CC(=O)O)C2=O)cc1 (stereo not drawn) | 3 | -2 | 3 | 16 | 7
8 | Cc1cc(NCCO)nc(-n2nc(C)cc2C)n1 | 15 | -1 | -6 | 1 | -11

nr | mIAP activ | NLRP3 yeast inh | beta cell repl | APOBEC3G inh
1 | 1 | 5 | -1 | -4
2 | 0.96 | 24 | -4 | 0
3 | 0.89 | 4 | 3 | -2
4 | 0.95 | 1 | -3 | -5
5 | 1.1 | 14 | 0 | -5
6 | 1 | 5 | -6 | -11
7 | 0.84 | -1 | 0 | -6
8 | 0.99 | 10 | -1 | -4

(further entries)
nr | SMILES | hIAP inh | A3A deaminase | TIM10 inh | mIAP block | tim10-1 inh
9 | N#C[C@@H]1N(Cc2ccccc2)C(=O)[C@H]2CC3C=CC21O3 (stereo partly drawn) | 3 | -3 | 9 | 8 | -10
10 | CC(C)Cc1nc(C#N)c(N2CCC(C(N)=O)CC2)o1 | -7 | -2 | -9 | -8 | -4
11 | CC1CC1C(=O)OCC(=O)Nc1ncc(Cl)cc1Cl (stereo not drawn) | 6 | 10 | -2 | 7 | 4
12 | Cc1cc(C)n(S(=O)(=O)c2ccc3ccccc3c2)n1 | 3 | 1 | -4 | -4 | 17
13 | CC(NC(=O)c1cc(S(=O)(=O)N2CCOCC2)cn1C)c1ccccc1 (stereo not drawn) | -6 | -3 | -7 | -11 | -14
14 | Cc1[nH][nH]c(=O)c1C(c1ccc(-c2cccc(C(=O)O)c2)o1)c1c(C)[nH][nH]c1=O | 21 | 21 | 6 | 24 | 8
15 | CCOc1ccc(N(CC(=O)Nc2cccc(C)c2)S(C)(=O)=O)cc1 | -16 | -4 | 7 | -8 | -5
16 | [O-]c1n[n+](-c2ccc(Cl)cc2)cc2ccccc12 | 0 | -1 | 19 | 2 | 36

nr | mIAP activ | NLRP3 yeast inh | beta cell repl | APOBEC3G inh
9 | 0.92 | 4 | -8 | -9
10 | 1.1 | -3 | -1 | -1
11 | 0.93 | 19 | 1 | 1
12 | 1 | 25 | -1 | -4
13 | 1.1 | -1 | 0 | -1
14 | 0.76 | 2 | -2 | 7
15 | 1.1 | 13 | -1 | -2
16 | 0.98 | 16 | -4 | -4

Following part.
nr | SMILES | hIAP inh | A3A deaminase | TIM10 inh | mIAP block | tim10-1 inh
17 | O=C(Cc1nc2ccccc2[nH]1)c1ccc([N+](=O)[O-])cc1 | -23 | 2 | 3 | 7 | -10
18 | O=C(COC(=O)c1cccc(S(=O)(=O)N2CCOCC2)c1)Nc1ncc(Cl)cc1Cl | 3 | 0 | 9 | 3 | 4
19 | CCOc1ccc(NC(=O)COc2coc(CN3CCc4ccccc4C3)cc2=O)cc1 | -5 | -7 | -4 | -4 | -9
20 | COc1ccc(C(=O)NNC(=O)C(=O)Nc2ccc(C)c(Cl)c2)cc1 | -79 | 3 | 11 | 22 | -11
21 | Cc1ccc(OCC(=O)Oc2ccccc2[N+](=O)[O-])cc1 | -16 | 2 | -1 | -18 | 21
22 | O=C(O)c1cccc(C(=O)O)c1Br | -5 | -2 | -2 | -7 | -18
23 | O=C(C[n+]1cccc(CNC(=O)c2ccc(OC(F)F)cc2)c1)c1ccccc1 | 15 | 3 | -8 | 12 | 15
24 | O=C(c1ccccc1)c1cccc(C(=O)c2ccccc2)c1 | 2 | -3 | -3 | 1 | 11

nr | mIAP activ | NLRP3 yeast inh | beta cell repl | APOBEC3G inh
17 | 0.93 | 6 | -6 | 0
18 | 0.97 | -2 | -4 | -3
19 | 1 | 15 | 3 | -8
20 | 0.78 | 11 | 2 | 11
21 | 1.2 | 26 | -4 | 8
22 | 1.1 | 2 | -4 | -8
23 | 0.88 | 2 | 4 | -2
24 | 0.99 | 56* | 4 | -5

Next compounds.
nr | SMILES | hIAP inh | A3A deaminase | TIM10 inh | mIAP block | tim10-1 inh
25 | FC(F)(F)c1cccc(NC(=S)NCc2ccc(Cl)cc2)c1 | -6 | 0 | 39 | -170 | 43*
26 | Cc1ccc(C(=O)OCC(=O)N(C)C2CCS(=O)(=O)C2)cc1S(=O)(=O)N1CCCCC1 (stereo not drawn) | -5 | 3 | 0 | 3 | 6
27 | O=C(NS(=O)(=O)c1ccccc1)c1ccccc1F | -13 | 19 | 4 | 2 | -5
28 | COc1ccc(-n2cc(-c3ccccc3)[nH]c2=S)cc1 | 22 | 5 | 19 | 5 | 24
29 | Cc1ccc(C(=O)c2ccccc2C(=O)OCC(=O)Nc2ccc(SC(F)F)cc2)cc1 | 30 | 2 | 25 | 5 | 30
30 | COc1ccccc1NS(=O)(=O)c1cc(C(=O)NCC2CCCO2)ccc1C (stereo not drawn) | -6 | -2 | 5 | 4 | 0
31 | CCc1ccc(NC(=O)C(=O)NCCN2CCN(S(=O)(=O)c3ccccc3)CC2)cc1 | 1 | -2 | -11 | 0 | -14
32 | Cc1cc(NC(=O)Nc2ccccc2)n(-c2ccccc2)n1 | 5 | -1 | 6 | -29 | 15

nr | mIAP activ | NLRP3 yeast inh | beta cell repl | APOBEC3G inh
25 | 2.7* | -6 | -5 | -1
26 | 0.97 | 9 | -2 | 5
27 | 0.98 | -14 | -5 | 0
28 | 0.95 | 31 | 0 | 1
29 | 0.95 | 9 | -4 | 0
30 | 0.96 | 2 | -3 | -8
31 | 1 | 22 | -5 | -7
32 | 1.3 | 7 | 0 | -1

Continued.
nr | SMILES | hIAP inh | A3A deaminase | TIM10 inh | mIAP block | tim10-1 inh
33 | CCC(C)c1ccc(NC(=O)CN(C)CC(=O)Nc2cccc(OC)c2)cc1 (stereo not drawn) | 14 | 1 | 8 | -9 | -3
34 | COc1ccc(Cn2c(-c3ccco3)nc3oc4ccccc4c(=O)c3c2=O)cc1 | -18 | -2 | 9 | 7 | 9
35 | CCOC(=O)n1c(=O)n(Cc2cccc(C)c2)c2ccccc21 | 18 | 3 | 35 | 12 | 51*
36 | COc1cc(CCCN2CCNC[C@@H]2c2ccccc2)cc(OC)c1OC | 4 | -3 | -5 | 4 | -7
37 | CCOC(=O)c1ccccc1NC(=O)C1CSC2(C)CCC(=O)N12 (stereo not drawn) | 14 | 5 | 1 | 3 | 19
38 | COC(=O)CCCNC(=O)c1ccc(S(=O)(=O)NCc2ccco2)cc1 | -4 | 3 | -3 | 0 | -4
39 | Cn1c(CNC2CCCCC2)c(C#N)c2ccccc21 | 12 | -6 | 11 | -9 | 9
40 | CCCCC(=O)Nc1ccc(C(=O)Nc2nc(CC(=O)OCC)cs2)cc1 | -8 | -5 | -16 | 10 | 3

nr | mIAP activ | NLRP3 yeast inh | beta cell repl | APOBEC3G inh
33 | 1.1 | 13 | -3 | -3
34 | 0.93 | 20 | 2 | -1
35 | 0.88 | 14 | -2 | 5
36 | 0.96 | 0 | -2 | -3
37 | 0.97 | 5 | -2 | -3
38 | 1 | 6 | -1 | -4
39 | 1.1 | 7 | 3 | -6
40 | 0.91 | -3 | -1 | -5

The list continues.
nr | SMILES | hIAP inh | A3A deaminase | TIM10 inh | mIAP block | tim10-1 inh
41 | C=CCOC(=O)C1=C(C)Nc2nc3ccccc3n2C1c1ccncc1 (stereo not drawn) | 16 | 5 | 4 | 3 | 10
42 | Clc1ccccn1 | 11 | -5 | -2 | 5 | 2
43 | CN=c1scc(-c2ccc([N+](=O)[O-])cc2)n1/N=C/c1ccco1 | 26 | -3 | 13 | 8 | 3
44 | COc1ccc(CCNC(=O)c2ccc3nc4cc(Cl)ccc4c(=O)n3c2)cc1OC | -10 | -2 | -4 | 4 | 13
45 | C=CCN(c1ccccc1)S(=O)(=O)c1c(C)[nH]c(=O)[nH]c1=O | 11 | 0 | 3 | 9 | 2
46 | COc1ccc(OCC(=O)N/N=C(\C)CC(=O)Nc2ccc(NC(C)=O)cc2)cc1 | -32 | -1 | 0 | -7 | -7
47 | Cc1ccc(NC(=O)c2cc(-n3cnnc3)ccc2Cl)c(C)c1 | -8 | -4 | 8 | -4 | -11
48 | O=C1CCC[C@@H]2CC(Nc3ccc(F)cc3F)C[C@@H]3CCN1[C@H]23 (stereo partly drawn) | . | 1 | -2 | 5 | 5
49 | O=c1cc(-c2ccccc2)[nH]c2nc3ccccc3n12 | 3 | -1 | 25 | 13 | 37

nr | mIAP activ | NLRP3 yeast inh | beta cell repl | APOBEC3G inh
41 | 0.97 | -5 | 0 | 0
42 | 0.95 | 14 | 1 | -9
43 | 0.92 | 0 | -3 | -6
44 | 0.95 | 17 | 0 | -3
45 | 0.91 | 3 | 3 | -4
46 | 1.1 | 7 | 2 | 3
47 | 1 | -8 | 1 | -8
48 | 0.95 | . | . | -1
49 | 0.87 | 14 | -5 | -5

Compound activity: PubChem, Sanford-Burnham Center for Chemical Genomics
